RXFP1 agonist – RXFP1 (human) receptor agonism | Q9HBX9 | HEK293T-RXFP1 cAMP TR-FRET, 30 min; response scale: percent of porcine relaxin response, buffer zero | Potency, µM (titrated, usually from 57.5 µM), inactives show at the highest dose activation, most hits filed as activators | actives 0.3% (n = 370,000) | AID 2676; further: potency means the concentration at half of the fitted maximal effect; on the % scale 0 is the no-effect control and ±100 the full control effect; nearly all actives have a fitted effect of over 60% in size; many of its hits are not listed in these tables
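cAMP rise read by TR-FRET after 30 min, 37C compound exposure (up to 58 uM) in RXFP1-transfected HEK293 cells with Ro 20174 present. EC50 from Hill-equation fits, with 29 nM porcine relaxin as 100% and buffer as basal.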
RXFP1 antag – RXFP1 (human) relaxin receptor antagonism. Q9HBX9. HEK293-RXFP1, relaxin-stimulated cAMP HTRF, 30 min; active compounds read low. activity change, negative = inhibition, % at 57.5 µM. actives 0.59% (n = 350,000). AID 1259400;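 active means activity change of -60% or lower, but not beyond a set lower limit; inconclusive means change between -60% and -40%, or beyond the set limit; inactive means change above -40%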; further: on the % scale 0 is the no-effect control and ±100 the full control effect
GRP78 ERSR act – ER stress response induction in glioma; U87-MG GRP78 promoter luciferase reporter, 16 h; Potency, µM, inactives show at the top dose activation, actives largely listed as activators; actives 0.02% (n = 420,000); further: potency means the concentration at half of the fitted maximal effect; series mostly up to about 76 µM; % of control where 0% means no effect; nearly all actives have a fitted effect of over 35% in size
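Stably transfected U87-MG glioma cells carrying a GRP78-based luciferase sensor; 16 h compound incubation. Luminescence end-point read 10 min after Bright-Glo addition at room temperature.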
D1 agonist – human D1 receptor agonism. activation, % at 2 µM. AID 504660. HEK293 T-REx D1 cells, calcium flux, agonist mode. actives 1% (n = 360,000); in the data active means activation above about 30%; further: 0% is about no effect
Target sequence (P21728 whole entry, looked up): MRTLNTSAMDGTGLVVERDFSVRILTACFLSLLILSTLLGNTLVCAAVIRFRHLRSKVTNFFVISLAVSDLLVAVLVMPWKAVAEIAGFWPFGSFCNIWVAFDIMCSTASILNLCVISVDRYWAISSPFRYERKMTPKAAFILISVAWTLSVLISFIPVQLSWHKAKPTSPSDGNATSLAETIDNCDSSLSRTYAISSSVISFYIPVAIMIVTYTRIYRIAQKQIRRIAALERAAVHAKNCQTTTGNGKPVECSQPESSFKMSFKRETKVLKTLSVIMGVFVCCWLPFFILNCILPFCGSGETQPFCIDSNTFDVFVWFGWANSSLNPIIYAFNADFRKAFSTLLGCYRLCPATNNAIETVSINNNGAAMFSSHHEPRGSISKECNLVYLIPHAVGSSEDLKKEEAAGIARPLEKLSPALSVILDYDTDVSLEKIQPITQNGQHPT
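Tetracycline-induced HEK293 TREx D1 cells, force-coupled to calcium signalling, were dye-loaded with a no-wash calcium kit. Compound was pin-added after a 10 s baseline. Fluorescence was read kinetically at 1 cycle/s for 180 s, with calcium rises flagged as agonism.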
D2 potentiator – positively modulates the human D2 dopamine receptor allosterically; HEK293 T-REx D2, calcium flux, EC20 dopamine potentiation; potentiation, % at 10 µM; actives 0.34% (n = 340,000);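 active means potentiation over 3 SD above the plate norm, cut at about 30% in these data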; further: 0% is about no effect
Target sequence (P14416 whole entry, looked up): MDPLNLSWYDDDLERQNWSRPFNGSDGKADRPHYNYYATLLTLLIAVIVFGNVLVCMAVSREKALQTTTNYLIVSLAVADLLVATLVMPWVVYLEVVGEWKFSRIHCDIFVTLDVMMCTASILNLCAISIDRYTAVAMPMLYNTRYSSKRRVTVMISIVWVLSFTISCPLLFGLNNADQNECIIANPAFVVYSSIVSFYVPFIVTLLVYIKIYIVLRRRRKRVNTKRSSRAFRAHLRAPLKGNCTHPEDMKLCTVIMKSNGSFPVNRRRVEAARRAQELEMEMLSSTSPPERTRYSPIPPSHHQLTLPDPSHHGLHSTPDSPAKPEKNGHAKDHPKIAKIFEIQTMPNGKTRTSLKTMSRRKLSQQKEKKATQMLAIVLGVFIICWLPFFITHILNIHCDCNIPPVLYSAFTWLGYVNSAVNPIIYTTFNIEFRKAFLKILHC
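Using a no-wash calcium dye in inducible, force-coupled HEK293 Trex cells expressing D2, we tracked fluorescence each second for 180 s after compound, then for 180 s after EC20 dopamine to detect augmented signalling.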
Vif-APOBEC3F blk – Vif-A3F binding inhibition | HeLa A3F-eYFP + Vif (tagged APOBEC3F with the HIV-1 protein that degrades it), YFP fluorescence increase | Potency, µM (series often up to 46.1 µM), without a hit: top-dose activity, negative = active | actives 0.2% (n = 390,000); further: potency means the concentration at half of the fitted maximal effect; % of control where 0% means no effect; nearly all actives have a fitted effect of over 65% in size
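Fluorescence increase (Ex 488/Em 500-530) after overnight compound treatment at 37 deg C flags inhibition of Vif-driven A3F-eYFP loss in stable HeLa A3F-eYFP/Vif cells seeded overnight beforehand.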
D1 antag – blocks dopamine activation of the human D1 receptor; P21728; HEK293 TREx D1 cells, calcium flux, dopamine EC80; active compounds read low; activity change, negative = inhibition, % at 10 µM; actives 3.2% (n = 360,000); AID 504652; in the data active means activity change below about -30%; further: on the % scale 0 is the no-effect control and ±100 the full control effect
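Compound effects on dopamine-evoked calcium signalling were measured in tetracycline-induced HEK293 Trex D1 cells. Dopamine at EC80 followed a 180 s compound pre-read, and fluorescence was tracked kinetically for 180 s more.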
Vif-APOBEC3G blk – blocks the Vif interaction with human APOBEC3G. actives 0.076% (n = 410,000). Q9HC16. Potency, µM (series often up to 46.1 µM), without a hit: at the highest dose activity, negative = active, most hits filed as inhibitors. HeLa A3G-eYFP + Vif (tagged APOBEC3G with the HIV-1 protein that degrades it), YFP fluorescence, overnight;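 further: potency means the concentration at half of the fitted maximal effect; on the % scale 0 is the no-effect control and ±100 the full control effect; nearly all actives have a fitted effect of over 60% in size; hits raise eYFP signal because A3G escapes Vif-driven loss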
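HeLa cells stably expressing Vif and C-terminally eYFP-tagged A3G, seeded overnight at 37 deg C, then exposed to compound by pintool overnight at 37 deg C. Rise in yellow fluorescence (Ex 488/Em 500-530, Acumen) marks blocked Vif-driven A3G degradation.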
D1 potentiator – potentiators of human D1 dopamine receptor; HEK293 TREx D1 cells, calcium flux, dopamine EC20 potentiation; potentiation, % at 10 µM; actives 0.036% (n = 360,000); AID 504651; in the data active means potentiation above about 30%; further: 0% is about no effect
The depositor's hits bear a star; ? = inconclusive; . = not tested or not shown. Unless noted, the call rests on the fitted dose curve; in most records, active means well fitted curve in the direction sought with a large enough effect; inconclusive means small, poorly fitted or top-dose-only effect, or another doubt; inactive means no such curve, though single readings can be large; an effect the other way counts as inactive or inconclusive. An excerpt; count on the stated rates, not on these rows.

Molecule | RXFP1 agonist | RXFP1 antag | GRP78 ERSR act | D1 agonist | D2 potentiator | Vif-APOBEC3F blk | D1 antag | Vif-APOBEC3G blk | D1 potentiator
O=C(C1=C[C@H](c2ccccc2)C[C@H](OCCCCO)O1)N1CCN(Cc2ccc3c(c2)OCO3)CC1 | 0.2% | . | -2% | -6 | 0 | 5% | -3 | 0% | 2
CCCOc1ccc(N2C(=O)CC(N(CCc3ccc(OC)c(OC)c3)C(=S)Nc3ccccc3)C2=O)cc1 (stereo not drawn) | 0.1% | -6 | -3% | 8 | 7 | 4% | -10 | 2% | -4
Cc1ccc(CNC(=O)CCn2cc(-c3ccc(C)cc3)nc2-c2ccncc2)cc1 | 0.2% | . | 3% | 1 | -17 | 7% | 2 | -5% | -3
CCOc1ccc2cc(-c3nnc(Nc4ccc(C)cc4)s3)c(=O)oc2c1 | 3.5% | 5 | -1% | 3 | 0 | 1% | 12 | -3% | -1
COC(=O)CC1C(=O)NCCN1C(=O)c1sc2ccccc2c1Cl (stereo not drawn) | -0.2% | -2 | -3% | 1 | 2 | -3% | 7 | 1% | -4
CCOC(=O)COc1ccc(Br)cc1/C=C\c1[nH]c(=O)[nH]c(=O)c1[N+](=O)[O-] | -1.8% | -32 | -14% | 4 | 11 | -1% | -8 | ? | 1
COc1ccc(/C(O)=C2/C(=O)C(=O)N(CCCC(=O)O)C2c2ccc(OC)cc2)cc1 (stereo not drawn) | 2.1% | 1 | -1% | 5 | -9 | -6% | 0 | 0% | -11
O=C(CSc1cn(CC(=O)N2CCCCC2)c2ccccc12)Nc1ccc(C(F)(F)F)cc1 | 2.6% | -8 | -2% | 4 | -8 | 0% | -11 | -4% | -2
COc1ccc(N/C(N)=N/c2nc(CSc3ccc(Cl)cc3)cc(=O)[nH]2)cc1 | -0.3% | 3 | 6% | 4 | 10 | -2% | 0 | 0% | -6
CSc1ccccc1OCc1cc(C(=O)NCCc2nc(C)cc(C)n2)no1 | 2.3% | 12 | 5% | 0 | 7 | 4% | -12 | 0% | 1
COc1cc(/C=C/c2cc(C(=O)O)c3ccccc3n2)ccc1OC(F)F | 7.2% | 2 | -1% | 3 | 1 | -1% | -3 | -6% | -3
COC(=O)c1cc(OC)c(OC)cc1NC(=S)N1CCN(c2ccccc2)CC1 | 0.4% | -13 | -1% | 1 | -1 | -4% | -3 | -7% | 1
CCOC(=O)C(NC(=O)Nc1ccccc1)(OCC)C(F)(F)F (stereo not drawn) | 0.9% | -7 | 0% | 0 | 0 | -1% | 5 | 1% | -1
CCCn1c(SCC(=O)NCc2ccccc2Cl)n[nH]c1=O | 3.0% | 1 | -5% | 1 | 13 | -10% | 1 | -1% | -4
CC(C)c1ccc(S(=O)(=O)N2CCN(C(C)C(=O)Nc3ccccc3-c3ccccc3)CC2)cc1 (stereo not drawn) | -0.1% | -3 | 1% | 5 | -8 | -7% | 2 | 1% | -3
CCn1c(=O)n(CC)c2cc(S(=O)(=O)N3CCCCC3)c(C)cc21 | -0.9% | -7 | -4% | -3 | -17 | 2% | -2 | 0% | -5
Cc1ccccc1OCC(=O)OCC(=O)NCC1CCCO1 (stereo not drawn) | -1.1% | -6 | -2% | 1 | 16 | -10% | 0 | -9% | -1
Cc1sc(NC(=S)NC(=O)C2CCCCC2)c(C(N)=O)c1C | ? | . | 0% | 0 | 1 | -21% | 7 | -7% | -3
Cn1cc(S(=O)(=O)NCc2ccco2)c(=O)n(C)c1=O | -1.9% | -3 | -1% | 1 | -7 | -1% | -3 | -2% | 0
CCOc1ccc(NC(=O)Nc2cccn(Cc3ccccc3)c2=O)cc1 | -1.2% | -6 | 4% | 1 | 1 | -6% | 0 | 0% | 1
CCOC(=O)Cn1c(=O)oc2cc(S(=O)(=O)NCCc3ccc(C)cc3)ccc21 | 2.9% | . | ? | 1 | 5 | -6% | 0 | -3% | -3
COC(=O)c1cccc(NC(=O)CN2CCc3ccccc3C2)c1 | -0.1% | 3 | 1% | 3 | 6 | 1% | -9 | 0% | 0
Cc1cc(C)c(NC(=O)CN2C(=O)NC(CCc3ccccc3)C2=O)c(C)c1 (stereo not drawn) | 10% | -13 | -5% | 0 | -8 | 14% | . | -4% | -5
O=C(c1cc(F)ccc1F)C1CCCN(Cc2cccn2-c2ccccn2)C1 (stereo not drawn) | 15% | -1 | -4% | 7 | -16 | -3% | 1 | 5% | -1
COc1cc(Br)cc2cc(C(=O)N3CCCCC3C)c(=O)oc12 (stereo not drawn) | 0.1% | -9 | -4% | 0 | -8 | 8% | 0 | -1% | 0
CCN(CC)S(=O)(=O)c1ccc(N2CCCCC2)c(NC(=O)/C=C/c2ccc(OC)c(OC)c2)c1 | -0.7% | -3 | -4% | 3 | 10 | -1% | -15 | 0% | 4
Cc1cc(O)c(C(c2ccccc2)N2CCN(c3ccccc3)CC2)c(=O)n1Cc1ccco1 (stereo not drawn) | -0.6% | -20 | 5% | -2 | -5 | -1% | -16 | -2% | -3
C=C(C)COc1ccc(-c2nc(N)ncc2-c2ccccc2OC)c(O)c1 | -0.4% | -62* | -4% | 3 | 9 | 14% | 12 | -11% | 2
Cc1cccc(NC(=O)c2nc(S(C)(=O)=O)ncc2Cl)c1 | 0.6% | ? | -12% | 1 | -3 | -1% | -3 | -29% | -8
O=C(C(Cc1ccc(Cl)cc1)NS(=O)(=O)c1ccccc1)N1CC[C@@]2(O)CCCC[C@H]2C1 (stereo partly drawn) | 0.5% | -3 | 0% | -2 | -7 | . | 13 | -1% | 3
Cc1ccc(NC(=O)c2ccc(NS(=O)(=O)c3ccc4[nH]c(=O)[nH]c4c3)cc2)nc1 | 0.4% | 0 | -5% | 1 | 2 | -9% | 11 | 0% | -4
O=C(c1ccccc1)N1CCCCC(S(=O)(=O)c2ccc3ccccc3c2)C1=O (stereo not drawn) | 1.6% | 11 | -2% | 1 | -5 | -6% | 6 | -2% | -2
CCOC(=O)c1c(C)[nH]c(C(=O)COc2ccc3ccc(=O)oc3c2)c1C | . | -2 | 1% | . | . | 1% | . | 1% | .
Cn1c(=O)c2c(-c3ccccc3Br)n(C(C)(C)C)cc2n(C)c1=O | -1.7% | . | -3% | 1 | 16 | 2% | -28 | -2% | -1
COC(=O)/C(=N/Nc1cccc(C)c1)N1CCCc2ccccc21 | 1.8% | -6 | -6% | 7 | . | 1% | 21 | 1% | 3
COc1ccc(-c2[nH]ncc2C(=O)NCc2ccccc2OC)cc1 | 0.1% | -1 | . | 6 | 0 | . | 13 | . | -6
O=C(CC(=O)N/N=C/c1ccc(O)cc1)N/N=C/c1ccc(O)cc1 | -2.8% | 10 | 0% | 0 | 7 | 0% | 6 | -10% | 7
COc1ccc(/C=C/C(=O)OCn2c(SC)nnc(C)c2=O)cc1OC | -0.5% | -3 | -5% | 4 | 7 | -1% | 10 | -7% | 6
Cc1cc(NC(=O)CSc2nc3c(c(=O)n2-c2ccc(Br)cc2)SCC3)no1 | 0.0% | 0 | -3% | 0 | -4 | -13% | 20 | -21% | -2
CC(=O)Nc1cccc(NS(=O)(=O)c2cn(C)c(=O)n(C)c2=O)c1 | 9.9% | 2 | -3% | 1 | 5 | -9% | 3 | 1% | 0
COc1cccc(CNC(=O)CN2C(=O)CCc3cc(S(=O)(=O)N4CCOCC4)ccc32)c1 | 3.5% | . | -3% | -2 | -2 | 1% | -4 | 5% | 3
CCC1ON(c2ccccc2)C2c3nc4ccccc4n3CC12 (stereo not drawn) | -1.4% | . | -3% | -1 | 15 | 3% | 2 | -3% | -7
O=C(NNC(=O)c1ccc(-n2cncn2)c([N+](=O)[O-])c1)c1ccccc1 | -0.6% | 4 | 0% | 4 | 18 | 3% | -5 | -5% | -2
COc1ccc(CN(C)CC2CCCN(CCc3ccccc3C)C2)cc1O (stereo not drawn) | -2.4% | -5 | -3% | 1 | 2 | -13% | -27 | -14% | -7
CC1CCN(C(=O)COC(=O)CCC(=O)c2cccs2)CC1 | -0.1% | -4 | -2% | 3 | 4 | 3% | -23 | 2% | -5

Source: PubChem (National Center for Advancing Translational Sciences (NCATS))
